CHOP inh – inhibitors of CHOP promoter induction, primary screen, cell-based, unfolded protein response, luciferase reporter. CHO-K1 CHOP-promoter luciferase, tunicamycin-induced, 15-18 h. inhibition, % at 10 µM. 220,000 compounds, 3.8% hits;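 active = compounds that reduced the stress-induced luciferase reporter signal by more than about 70% of percent inhibition, limit read from the data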;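 also: 0% = tunicamycin plus vehicle and 100% = wells without tunicamycin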
BaF3 parental – parental Ba/F3 cell viability inhibition, counter-screen for JAK2V617F inhibitor project, murine pro-B, CellTiter-Glo luminescence; AID 1486, 2009; CellTiter-Glo ATP luminescence; 220,000 compounds, 1.1% hits; inhibition, % at 5.6 µM;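 active = inhibition above a per-campaign cutoff, the mean inhibition of all tested compounds plus 3 SD, cut at about 27% in these data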;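 also: 0% = DMSO wells and 100% = JAK Inhibitor I control wells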
RBBP9 inh – human RBBP9 inhibitors, primary screen, biochemical, fluorescence polarization, FP-Rh probe, HTS. Serine hydrolase RBBP9 (Homo sapiens), O75884. recombinant RBBP9. inhibition, % at 7.94 µM. 220,000 compounds, 0.2% hits. AID 1515, 2009;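 active = inhibition above the campaign mean of all tested compounds plus 3 SD, cut at about 14% in these data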;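 also: plate controls were DMSO wells with RBBP9 for no effect and wells lacking RBBP9 protein for full effect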
Target sequence (O75884 whole entry, looked up): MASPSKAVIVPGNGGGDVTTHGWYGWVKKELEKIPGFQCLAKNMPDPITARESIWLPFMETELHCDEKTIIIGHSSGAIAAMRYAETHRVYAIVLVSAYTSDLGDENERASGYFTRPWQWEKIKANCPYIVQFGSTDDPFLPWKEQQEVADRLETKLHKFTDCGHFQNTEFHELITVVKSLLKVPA
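Measured by – fluorescence polarization · Test system – RBBP9 protein · Input – 2.5 µM RBBP9 dispensing solution, before mixing · Measure – percent inhibition from mP, scaled between DMSO and no-protein wells · Benchmarks – DMSO-treated enzyme wells and wells lacking RBBP9 · Times – preincubation 30 min plus labeling 45 min at 25 °C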
TRPML3 ag – human TRPML3 channel agonists, primary screen, cell-based, HEK293 TRPML3-YFP, Fluo-8 calcium fluorescence, 3 µM; 220,000 compounds, 0.29% hits; activation, % at 3 µM; 100% = the carbachol control signal; Mucolipin-3 (Homo sapiens), Q8TDD5;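 active = activation above its plate's cutoff, the mean activation of the plate's test wells plus 3 SD, cut at about 12% in these data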;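 also: 0% = DMSO only wells and 100% = carbachol wells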
Target sequence (Q8TDD5 whole entry, looked up): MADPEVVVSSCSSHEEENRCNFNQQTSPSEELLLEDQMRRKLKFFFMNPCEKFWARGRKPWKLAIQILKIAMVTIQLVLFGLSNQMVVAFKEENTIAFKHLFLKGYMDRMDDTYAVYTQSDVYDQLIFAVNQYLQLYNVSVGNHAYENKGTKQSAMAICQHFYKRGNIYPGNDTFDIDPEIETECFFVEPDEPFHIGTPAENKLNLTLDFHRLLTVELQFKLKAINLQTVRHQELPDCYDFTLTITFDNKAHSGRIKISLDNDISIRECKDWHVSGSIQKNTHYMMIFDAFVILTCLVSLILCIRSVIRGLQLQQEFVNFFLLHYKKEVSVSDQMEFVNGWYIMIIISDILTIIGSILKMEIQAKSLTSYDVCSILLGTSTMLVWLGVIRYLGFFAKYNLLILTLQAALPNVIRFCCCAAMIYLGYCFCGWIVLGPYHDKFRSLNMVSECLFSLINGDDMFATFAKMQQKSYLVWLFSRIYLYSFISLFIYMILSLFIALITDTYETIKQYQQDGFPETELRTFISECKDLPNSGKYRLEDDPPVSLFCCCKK
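Test system: TRPML3-YFP stable HEK293 cells. Doses: single point at 3 µM. Incubation: dye loading 1 h 37 °C then 30 min ambient, 125 s read. Signal: Fluo-8 calcium dye fluorescence, ex 470-495, em 515-575 nm. Measure: percent activation from peak-to-basal fluorescence ratio, scaled between DMSO and carbachol.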
zfTRPN1 agonist – zebrafish TRPN1 channel agonists, primary screen, cell-based, HEK293, calcium fluorescence. 220,000 compounds, 0.18% hits. transient receptor potential cation channel N1 (TRPN1/NompC), Danio rerio. AID 1424, 2008. activation, % at 3 µM. HEK293 zebrafish TRPN1-YFP, Fluo-8 calcium fluorescence; 100% = response to 87 µM carbachol;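 active = activation above its plate's cutoff, the mean activation of test wells on that plate plus 3 SD, cut at about 19% in these data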;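 also: 0% = DMSO alone and 100% = 87 µM carbachol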
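Control set: carbachol 87 µM as high control, DMSO as low control; system: HEK293 stable line with zebrafish TRPN1-YFP; read-out: % activation versus carbachol response; detection: intracellular calcium fluorescence with Fluo-8; doses: single test compound dose, 3 µM nominal, 0.3% DMSO; schedule: dye 1 h 37 °C plus 30 min RT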
PPC-1+TRAIL kill – compounds killing PPC-1 cancer cells with TRAIL present, primary screen, TRAIL potentiator project, ATPLite luminescence, uHTS | 220,000 compounds, 0.41% hits | cell killing (% activity), % at 4 µM | PPC-1 cells + TRAIL, ATPLite viability luminescence | AID 1443, 2008;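 active = cell killing above 50% in the first pass at 4 µM, then a duplicate retest at 5 µM averaging 50% or more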;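 also: plate controls were cells with TRAIL plus DMSO for no effect and medium-only wells lacking cells for full effect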
Wee1 stabilizer – Wee1 degradation inhibitors, primary screen, cell-based, HeLa, Wee1K328M-luciferase, luminescence; 220,000 compounds, 1.2% hits; Wee1-like protein kinase (Homo sapiens), P30291; HeLa Luc-Wee1K328M stability; 100% = proteasome inhibitor MG132 effect; reporter increase, % at 5 µM;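 active = activation above the mean of all tested compounds plus 3 SD, set per screening run, cut at about 8.8% in these data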;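 also: cells exposed to compound for 20 h before luminescence read; 0% = DMSO alone and 100% = MG132 at 30 µM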
TNF necrop inh – inhibitors of TNF-alpha triggered necroptosis, primary screen, cell-based, Jurkat FADD-/-, single concentration | Jurkat FADD-/- TNF necroptosis rescue, ATP luminescence, 24 h; 0 = TNF only, 100 = no-TNF cells | activation (protection from cell death), % at 10 µM | 220,000 compounds, 0.068% hits | AID 463075, 2010;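 active = activation, meaning protection from cell death, of at least 50% relative to plate controls; inactive = activation below 50%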;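 also: necroptosis triggered by 40 ng/mL TNF-alpha added together with compound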
Ba/F3 V617F tox – reduced viability of JAK2V617F-dependent Ba/F3 cells, primary screen, JAK2V617F inhibitor project, cell-based, Ba/F3 EpoR-JAK2V617F, luminescence; ATP luminescence; inhibition, % at 5.6 µM; 220,000 compounds, 1.1% hits; AID 1446, 2008;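 active = inhibition above the campaign mean plus 3 SD over all tested compounds, cut at about 24% in these data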;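 also: cytokine-independent growth of Ba/F3 cells driven by EpoR plus mutant JAK2; 0% = DMSO-treated cells and 100% = JAK inhibitor I control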
Active calls of the source: *; . = not tested or not shown.

SMILES,CHOP inh,BaF3 parental,RBBP9 inh,TRPML3 ag,zfTRPN1 agonist,PPC-1+TRAIL kill,Wee1 stabilizer,TNF necrop inh,Ba/F3 V617F tox
Cc1cccc2nc(CSc3nncn3-c3ccccc3)cn12,7.7,2.9,-4.0,-0.6,-0.4,-9.0,-0.7,1.7,-2.7
CCCCN(CCCC)S(=O)(=O)c1ccc(NC(=O)c2ccc([N+](=O)[O-])cc2Cl)cc1,44.5,14.4,-19.5,0.3,1.7,11.9,3.7,0.4,8.2
COc1ccc(F)cc1S(=O)(=O)Nc1ccc2c(c1)OCCO2,35.2,0.8,-1.1,1.0,0.7,19.0,-1.1,0.7,-4.3
Cc1ccc(S(=O)(=O)N=Nc2c(O)[nH]c3ccccc23)cc1C,-4.9,2.9,5.1,0.1,-0.1,1.6,-0.8,-0.1,-3.2
Cc1cc(C)nc(NC(=O)CCC2CCCC2)c1,16.5,5.0,-8.3,-0.5,-1.7,31.1,-0.9,1.3,2.4
Cc1cnn2c(C3CC3)ccnc12,14.0,5.3,-3.5,1.1,1.2,-23.4,-2.7,2.4,-1.5
C=CCOC(=O)C1=C(C)NC(SCC)=C(C#N)C1c1ccc(Cl)cc1 (centres undefined),102.0*,-5.9,-13.2,-1.5,-1.6,17.0,-1.4,0.5,41.3*
CCN(CC)C(=O)C1CCN(S(=O)(=O)c2ccc3oc4ccccc4c3c2)CC1,55.4,6.2,-4.2,2.5,4.6,9.9,-0.9,-10.9,-2.4
CC1=C(C(=O)NCc2ccccc2)C(c2cccs2)n2ncnc2N1 (centres undefined),3.4,3.9,-8.8,0.2,0.7,5.4,1.6,0.1,0.4
COc1ccc2cc(C(N)=O)c(=Nc3ccccc3)oc2c1,30.3,6.7,-4.1,0.7,0.7,.,10.9*,-0.1,1.2

Carrying on:
SMILES,CHOP inh,BaF3 parental,RBBP9 inh,TRPML3 ag,zfTRPN1 agonist,PPC-1+TRAIL kill,Wee1 stabilizer,TNF necrop inh,Ba/F3 V617F tox
O=C(Cn1nnc2ccccc21)NNC(=S)NC1CCCCC1,-0.3,4.3,-4.1,0.8,-0.2,21.3,-0.6,-0.1,-5.0
COCCNC(=O)c1c[nH]c2ccc(S(=O)(=O)N3CCc4ccccc43)cc2c1=O,28.6,13.2,4.2,0.5,1.4,43.4,-2.2,-7.1,66.5*
CN1CC(=O)N(CC(=O)Nc2cc(Cl)cc(Cl)c2)C1=O,18.6,7.1,-3.1,0.6,-0.4,7.5,0.9,-1.3,0.5
O=S(=O)(Cc1ccccc1)Nc1ccc(S(=O)(=O)NCC2CCCO2)cc1 (centres undefined),0.3,3.4,-0.6,-0.1,0.0,18.9,-0.7,-0.7,-2.6
Cc1ccc(NS(=O)(=O)c2ccc3c(c2)NC(=O)CC(=O)N3)cc1C,9.5,2.4,-10.8,0.4,1.0,12.4,1.5,-0.4,-3.8
S=c1[nH]nc(-c2ccncc2)n1Cc1ccccc1,23.5,8.2,-3.6,-0.1,1.7,0.5,1.7,0.6,-2.2
COc1cc(OC)cc(C(=O)NCC2CCCO2)c1 (centres undefined),5.5,7.1,-10.3,0.8,0.1,18.3,-1.4,2.1,-0.5
CC1=C(C(=O)Nc2ccccc2)C(c2ccc(C)o2)n2c(s/c(=C\c3ccco3)c2=O)=N1 (centres undefined),1.9,-2.1,-15.3,0.0,1.5,-0.7,-2.2,1.4,-1.9
CC(=O)NCCC(=O)Nc1cccc(S(=O)(=O)N(C)c2ccccc2)c1,7.5,3.6,-0.2,1.1,1.7,0.2,0.6,2.4,-1.4
N/C(Cc1cccs1)=N\OC(=O)COc1ccc(Br)cc1Cl,-8.1,-1.3,-7.5,-0.7,-1.9,13.3,-0.9,-0.3,-0.4

CHOP inh: what is marked active above
structure	CHOP inh	RBBP9 inh	TRPML3 ag	Wee1 stabilizer
C=CCOC(=O)C1=C(C)NC(SCC)=C(C#N)C1c1ccc(Cl)cc1 (centres undefined)	102.0*	-13.2	-1.5	-1.4

The listing picks up, repeating the two entries before the break.
SMILES,CHOP inh,BaF3 parental,RBBP9 inh,TRPML3 ag,zfTRPN1 agonist,PPC-1+TRAIL kill,Wee1 stabilizer,TNF necrop inh,Ba/F3 V617F tox
CC(=O)NCCC(=O)Nc1cccc(S(=O)(=O)N(C)c2ccccc2)c1,7.5,3.6,-0.2,1.1,1.7,0.2,0.6,2.4,-1.4
N/C(Cc1cccs1)=N\OC(=O)COc1ccc(Br)cc1Cl,-8.1,-1.3,-7.5,-0.7,-1.9,13.3,-0.9,-0.3,-0.4
Clc1ccc(-c2nnc3sc(-c4ccc(Br)o4)nn23)c(Cl)c1,52.6,2.5,-6.9,1.1,1.1,9.5,0.5,-1.9,4.2
CN(C)N1C(=O)CC(N2CCCCC2)C1=O (centres undefined),-9.4,4.2,-3.1,0.5,-0.1,12.2,-1.0,0.5,0.6
CN(C)S(=O)(=O)Oc1ccc(C(=O)Nc2ccc([N+](=O)[O-])cc2)cc1,18.4,1.5,-10.0,4.2,11.1,-27.1,-0.4,0.3,1.4
O=C(c1ccc(C(F)(F)F)cc1)C1CCCN(C(=O)CN2C(=O)CSC2=O)C1 (centres undefined),-20.5,4.5,-3.9,-0.3,-0.2,10.5,9.8*,1.7,-0.8
COc1ccc(CCNC(=O)C2CCN(S(=O)(=O)N3CCC4(CC3)OCCO4)CC2)cc1OC,-20.1,3.4,-7.0,0.2,0.1,-10.2,1.2,0.6,3.1
COc1cc(C(=O)NC(=S)N(C)Cc2ccccc2)cc(OC)c1OC,-10.4,3.1,-0.6,-1.2,-1.4,24.6,3.0,-0.1,2.5
CN(C)c1nc(N)nc(/C(C#N)=C/C2CC3C=CC2C3)n1 (centres undefined),14.5,0.9,0.5,1.3,-0.8,17.1,-3.7,-1.5,-0.9
CN1/C(=C\C(=O)COC(=O)Cn2nnc(-c3ccccc3)n2)C(C)(C)c2ccccc21,52.6,63.0*,-12.9,0.7,2.2,8.3,0.4,-9.6,62.8*
O=S(=O)(NCCc1ccccc1)c1cccc(S(=O)(=O)N2CCOCC2)c1,2.2,3.2,-8.2,0.3,1.3,-13.5,-2.5,0.6,-3.2
CCN(CC)c1ccc(C(=S)N2CCN(c3ccccc3)CC2)cc1,-10.4,-1.1,0.0,0.8,-0.2,3.3,-3.1,1.2,-4.0

The list continues.
SMILES,CHOP inh,BaF3 parental,RBBP9 inh,TRPML3 ag,zfTRPN1 agonist,PPC-1+TRAIL kill,Wee1 stabilizer,TNF necrop inh,Ba/F3 V617F tox
CCCS(=O)(=O)N1CCN(Cc2ccccc2C(F)(F)F)CC1,22.5,-3.6,-5.5,1.5,-1.7,7.3,-0.9,0.7,-4.3
O=C(CCCN1CCC(c2ccccc2)C1)c1ccc2c(c1)OCCO2 (centres undefined),47.2,5.3,-3.6,0.5,1.4,15.0,0.4,1.4,0.4
Cc1ccc(Cn2nnc3c(=O)[nH]c(C4CCN(C(=O)c5cccs5)CC4)nc32)cc1,30.9,9.3,-10.5,0.6,-0.8,9.3,4.0,-0.5,-0.2
Cc1ccc2c(c1)c1c(n2CC(O)CNC2CCCC2)CCCC1 (centres undefined),34.4,3.1,-7.5,1.2,1.1,15.4,-1.0,-3.6,-1.0
Cc1nnc(SCc2cccc(Cl)c2)n(N)c1=O,6.2,7.3,2.1,-0.2,-0.5,24.8,2.9,-0.9,2.0
COc1cc(/C=N/NC(=O)Cn2nnc3ccccc32)ccc1O,-6.5,4.2,2.8,0.0,0.3,2.9,-1.6,0.7,-0.6
COc1ccccc1N1CCN(C(=O)CSc2nc3ccccc3o2)CC1,-8.2,9.3,-2.0,1.1,2.0,7.6,-1.7,-2.5,3.8
N=C(N)N1CCN(Cc2ccccc2)CC1,7.7,4.7,-4.3,0.7,1.4,3.0,-1.7,-0.4,3.1
Cc1ccc2nc(SCc3nnc(-c4ccccc4Br)o3)[nH]c2c1,15.1,3.7,-8.6,-0.9,-0.6,7.5,-1.6,0.9,-4.1
COc1ccc(Cn2c(=O)sc3ccccc3c2=O)cc1,15.8,8.5,2.7,0.3,0.3,6.5,-0.1,-0.1,4.2
C=CCn1cc(-c2cccc(Cl)c2)cc(C#N)c1=O,17.4,2.1,1.9,0.1,-1.2,4.0,-2.0,-0.4,-1.2
CSc1ccccc1C(=O)Nc1cc([N+](=O)[O-])ccc1C,13.7,8.2,1.9,0.2,-2.0,7.0,1.8,0.5,-0.2
CN1CCc2c(OCC(=O)N3CCCc4ccccc43)cccc2C1=O,18.3,-0.6,-4.4,2.2,2.2,7.6,1.3,-1.4,0.2

2 entries from above, with values under each structure:
Values in the order – CHOP inh, BaF3 parental, RBBP9 inh, TRPML3 ag, zfTRPN1 agonist, PPC-1+TRAIL kill, Wee1 stabilizer, TNF necrop inh, Ba/F3 V617F tox
> N/C(Cc1cccs1)=N\OC(=O)COc1ccc(Br)cc1Cl
  -8.1, -1.3, -7.5, -0.7, -1.9, 13.3, -0.9, -0.3, -0.4
> COc1ccc(Cn2c(=O)sc3ccccc3c2=O)cc1
  15.8, 8.5, 2.7, 0.3, 0.3, 6.5, -0.1, -0.1, 4.2

Bioassay records from PubChem BioAssay.
